Source: PubChem (several laboratories)
sPLA2-III inh = human group III sPLA2 inhibitors, primary screen, biochemical, QFRET, BODIPY PC-A2 liposome substrate. Group 3 secretory phospholipase A2 (Homo sapiens), Q9NZ20. QFRET BODIPY PC-A2 liposome hydrolysis, fluorescence. inhibition, % at 12.2 µM. 370,000 tested, 0.56% active. AID 743126, 2013;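 active = inhibition above mean plus 3 SD of compounds lying within the high and low control bounds, cut at about 19% in these data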;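 also: 0% = median of test compound wells and 100% = no enzyme DMSO wells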
UHRF1 binding = UHRF1 methylated DNA binding inhibitors, primary screen, counter-screen for MBD2 inhibitor project, biochemical, TR-FRET, human UHRF1, single concentration; E3 ubiquitin-protein ligase UHRF1 (Homo sapiens), Q96T88; UHRF1 binding to methylated oligo; inhibition, % at 4.4 µM; 370,000 tested, 0.75% active; in the data active = inhibition above about 21%;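 also: UHRF1 SRA domain binding a hemimethylated CpG hairpin DNA probe; 0% = median of test compound wells and 100% = reference inhibitor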
Tn6 DDE FP = inhibitors of Tn6 peptide binding to fibrin DD(E), primary screen, biochemical, fluorescence polarization, human fibrin, Tn6 probe. Fibrinogen beta chain (Homo sapiens), P02675. Fibrin DD(E) TRITC-Tn6 fluorescence polarization displacement. inhibition, % at 8.3 µM. 370,000 tested, 0.21% active. AID 720509, 2013;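 active = inhibition above a per-campaign cutoff: mean of compounds within control limits plus 3 SD, cut at about 15% in these data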;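 also: 0% = median of all compound wells on the plate and 100% = blocking peptide control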
ASAP1 GAP inh = inhibitors of human ASAP1 ArfGAP activity, primary screen, biochemical, fluorescence polarization; ASAP1-stimulated ARF1 GTP hydrolysis, GDP FP detection; inhibition, % at 16.5 µM; 360,000 tested, 0.19% active; AID 624377, 2012; in the data active = inhibition above about 25%;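 also: 0% = vehicle with enzyme and substrate and 100% = no enzyme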
DDE Tn7 FP inh = inhibitors of Tn7 peptide binding to fibrin DD(E), primary screen, biochemical, fluorescence polarization, human fibrin, Tn7 probe | Fibrinogen beta chain (Homo sapiens), P02675 | FP displacement of FITC-Tn7 peptide from fibrin DD(E); 0% = median of compound wells per plate | inhibition, % at 8.3 µM | 370,000 tested, 0.13% active | AID 720508, 2013;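 active = inhibition above the mean of compounds falling within the control limits plus 3 SD of them, cut at about 14% in these data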;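 also: 0% = plate median of compound wells and 100% = 10 µM Aha-Tn7 peptide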
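Also added: labelled Tn7 tracer, 0.1 µM; Assay system: human fibrin DD(E) protein; Amount: 2 µM fibrin DD(E); Schedule: 10 min compound pre-incubation, 3 h probe incubation at room temperature; Repeats: one replicate per compound; Read-out basis: percent inhibition; Measured by: fluorescence polarization of the labelled Tn7 tracer.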
NR1D1 modulator = modulators of Rev-erb alpha DNA binding, primary screen, biochemical, FITC-DNA, fluorescence polarization, uHTS; activity, % at 10 µM; 370,000 tested, 0.79% active; AID 1259318, 2017; Nuclear receptor subfamily 1 group D member 1 (Homo sapiens), P20393; Rev-erbα–FITC-DNA binding, 90 min;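 active = activity above about 14%, limit read from the data; passing the limit was not always enough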;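 also: 0% = DMSO wells with 35 nM protein and 100% = DMSO wells with 750 nM protein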
PLCg1 inh = PLC-gamma1 enzyme inhibitors, primary screen, biochemical, fluorescence, purified enzyme; AID 720700, 2013; fluorogenic substrate; 370,000 tested, 0.84% active; inhibition, % at 12.2 µM; 1-phosphatidylinositol 4,5-bisphosphate phosphodiesterase gamma-1 (Homo sapiens), P19174; in the data active = inhibition above about 9.5%
Target sequence (P19174 whole entry, looked up): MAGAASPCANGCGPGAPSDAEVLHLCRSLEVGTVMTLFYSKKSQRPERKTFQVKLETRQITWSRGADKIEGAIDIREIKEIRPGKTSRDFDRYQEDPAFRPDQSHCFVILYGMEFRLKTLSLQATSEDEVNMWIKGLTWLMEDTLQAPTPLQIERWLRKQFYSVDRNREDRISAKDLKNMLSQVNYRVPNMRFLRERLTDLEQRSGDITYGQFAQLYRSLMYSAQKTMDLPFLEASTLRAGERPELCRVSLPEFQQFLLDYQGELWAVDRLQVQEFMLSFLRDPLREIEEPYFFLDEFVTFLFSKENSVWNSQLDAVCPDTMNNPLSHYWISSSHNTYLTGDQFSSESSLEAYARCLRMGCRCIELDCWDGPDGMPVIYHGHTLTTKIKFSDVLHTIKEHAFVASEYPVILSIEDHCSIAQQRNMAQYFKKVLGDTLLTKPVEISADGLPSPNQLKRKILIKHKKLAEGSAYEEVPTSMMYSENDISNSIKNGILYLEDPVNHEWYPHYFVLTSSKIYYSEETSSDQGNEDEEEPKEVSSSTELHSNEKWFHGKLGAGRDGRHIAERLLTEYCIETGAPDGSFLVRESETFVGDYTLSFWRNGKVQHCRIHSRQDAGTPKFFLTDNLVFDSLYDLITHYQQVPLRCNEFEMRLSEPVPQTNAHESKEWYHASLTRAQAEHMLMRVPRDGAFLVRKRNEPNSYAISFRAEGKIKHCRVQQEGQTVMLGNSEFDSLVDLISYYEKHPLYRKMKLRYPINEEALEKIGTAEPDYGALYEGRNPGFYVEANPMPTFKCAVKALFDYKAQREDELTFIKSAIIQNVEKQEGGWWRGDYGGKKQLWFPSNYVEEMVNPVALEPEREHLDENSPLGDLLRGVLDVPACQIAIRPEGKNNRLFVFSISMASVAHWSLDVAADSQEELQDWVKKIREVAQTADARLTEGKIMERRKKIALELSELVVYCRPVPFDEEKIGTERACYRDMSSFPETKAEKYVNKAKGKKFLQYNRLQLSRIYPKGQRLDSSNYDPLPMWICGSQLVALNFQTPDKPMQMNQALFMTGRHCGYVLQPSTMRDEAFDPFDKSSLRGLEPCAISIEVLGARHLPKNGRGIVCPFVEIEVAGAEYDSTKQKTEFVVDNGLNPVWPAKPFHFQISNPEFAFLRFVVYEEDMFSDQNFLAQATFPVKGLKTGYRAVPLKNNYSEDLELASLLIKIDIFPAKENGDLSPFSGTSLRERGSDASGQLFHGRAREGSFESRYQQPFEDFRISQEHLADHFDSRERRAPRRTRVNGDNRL
PLCb3 inh = human PLC-beta3 inhibitors, primary screen, biochemical, fluorescence; 1-phosphatidylinositol 4,5-bisphosphate phosphodiesterase beta-3 (Homo sapiens), Q01970; Purified PLC-beta3, fluorogenic substrate; inhibition, % at 12.2 µM; 370,000 tested, 0.18% active; AID 720704, 2013; in the data active = inhibition above about 11%;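 also: 0% = median of compound wells on plate and 100% = full blocker control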
KLK7 zymogen act = proKLK7 zymogen activators, primary screen, biochemical, fluorescence intensity; purified proKLK7, EDANS-DABCYL substrate fluorescence; 100% is mature enzyme control, 0% vehicle; 370,000 tested, 0.9% active; activation, % at 7 µM; Kallikrein-7 (Homo sapiens), P49862;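 active = activation above the mean of all tested compounds plus 3 SD, computed per campaign excluding outliers beyond control limits, cut at about 13% in these data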
ARFGAP1 inhibitor = inhibitors of rat ARFGAP1 GAP activity, primary screen, biochemical, fluorescence polarization, GDP tracer; inhibition, % at 16.5 µM; ADP-ribosylation factor GTPase-activating protein 1 (Rattus norvegicus), Q62848; 360,000 tested, 0.26% active; Arfgap1-stimulated ARF1 GTP hydrolysis, GDP FP detection;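 active = inhibition above a per-plate limit, mean inhibition of low control wells plus 3 SD, cut at about 25% in these data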;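 also: 0% = DMSO wells with enzyme and 100% = wells lacking Arfgap1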
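Assay system: Rat Arfgap1 GAP domain (His6, aa 1-136), purified enzyme | Buffer or medium: HEPES 25 mM pH 7.5, NaCl 150 mM, MgCl2, DTT | Schedule: GTP hydrolysis reaction 2 h at 25 °C | Signal: FP of antibody-bound GDP Alexa 633 tracer, ex 620/em 688 nm | Measure: Percent inhibition of Arfgap1-stimulated GTP hydrolysis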
* hit, by the source's call; · = no result given.

SMILES	sPLA2-III inh	UHRF1 binding	Tn6 DDE FP	ASAP1 GAP inh	DDE Tn7 FP inh	NR1D1 modulator	PLCg1 inh	PLCb3 inh	KLK7 zymogen act	ARFGAP1 inhibitor
COc1cc(CN2CCNC(=O)C2CC(=O)NC2CCCC2)cc(OC)c1 (stereo not given)	1	-2	3	-3	9	1	-11	-22	0.2	1
CN(C)c1ccc(/C=C/C(=O)c2ccc(C(C)(C)C)cc2)cc1[N+](=O)[O-]	-2	-3	-16	-11	-3	-3	2	2	0.8	9
CCNC(=O)COc1cc(C)c(Cl)c(C)c1	1	2	4	-3	-2	6	-1	-2	0.4	-3
O=S1(=O)CC(N2CCCC2)CN1C1CCCC1 (stereo not given)	12	-1	-5	3	-5	1	0	-1	0.0	-13
CCC(C#Cc1ccccc1)NCc1ccc(OC)cc1OC (stereo not given)	-4	1	-3	·	-1	3	7	6	·	·
CCCn1c(C)cc(/C=C(\C#N)C(=O)OCC(=O)N(C)c2c(N)n(Cc3ccccc3)c(=O)[nH]c2=O)c1C	-4	-3	-3	-1	4	1	-41	-49	1.8	7
CC(C)Oc1ccc(S(=O)(=O)N2CCOCC2)cc1NC(=O)c1ccc(Cl)c(S(=O)(=O)N2CCOCC2)c1	-12	0	0	-1	-8	-3	4	0	0.8	-4
CCCc1cc(=O)[nH]c(SCC(=O)c2[nH]c(C)c(C(=O)OCC)c2C)n1	7	3	-2	4	3	-5	-1	-2	-0.4	7
CC(C)(C)C1CCc2c(sc(NC(=O)C3CC=CCC3C(=O)O)c2C#N)C1 (stereo not given)	-39	2	-4	-1	-4	-11	8	2	0.2	-10
CCOC(=O)c1sc(N2N=C(C)C(N=Nc3cccc(C)c3)C2=O)nc1C (stereo not given)	-3	-2	2	2	-6	-21	-8	-16	-0.1	2
COc1ccc(CNC(=O)C2CCN(S(=O)(=O)c3ccc4c(c3)CC(C)N4C(C)=O)CC2)cc1 (stereo not given)	-3	0	-3	5	-1	7	-3	-7	0.3	8
CC1(C)CC(=O)C(C=Nc2ccncc2)=C(O)C1	8	1	-2	-13	6	-3	-3	-4	-1.1	1
CN(C)CCCNC(=O)C(=O)Nc1cc2c3c(c1)CCC(=O)N3CCC2	5	2	1	-22	-2	2	6	-6	0.1	2
COc1cccc(C(=O)Nc2nnc(-c3ccc(F)cc3)o2)c1	-2	1	1	-12	8	-4	-6	-7	-0.6	-2
CCc1nccn1CCC(=O)NC1CC(C)(C)Cc2c1cnn2-c1ccc(OC)cc1 (stereo not given)	-4	2	-5	7	-5	-3	7	-4	-0.7	-4
CCCS(=O)(=O)N1CCC(C(=O)NC2CCC(C)CC2)CC1 (stereo not given)	-4	3	3	1	5	1	0	-2	0.1	-2
O=C(NC1CCCC1)C1c2ccccc2OCC(=O)N1CCc1ccccc1 (stereo not given)	0	-1	9	0	0	3	3	3	1.1	11
Cc1c(-n2cc(C(=O)O)c(=O)c3cc(F)c(N4CCCC(O)C4)c(F)c32)c(=O)n(-c2ccccc2)n1C (stereo not given)	1	0	0	15	-8	-2	-155	-151	4.2	4
Cc1ccccc1C(=O)N1CCC(C(=O)N(CC(C)C)c2c(N)n(CC(C)C)c(=O)[nH]c2=O)CC1	11	4	-2	8	-3	-3	1	-5	0.4	-1
CCOC(=O)[C@@H]1[C@H]2COc3cc(OC)ccc3[C@@H]2N2C(=O)N(c3ccc(C)cc3)C(=O)[C@]12C	-10	-3	-8	3	-2	1	2	5	0.1	-10
S=C(N/N=C/c1cccs1)NC1CC2CCC1C2 (stereo not given)	28*	-1	-11	-14	4	7	3	-1	-0.8	-11
O=C1c2ccccc2C(=O)N1CC#CCN1CCN(C(c2ccccc2)c2ccccc2)CC1	-3	0	12	-1	5	-5	0	2	-0.6	11
CCCNC(=O)c1onc(CSc2ccc(Cl)cc2)c1C(=O)NCC1CC1	-5	-3	1	-2	-3	0	-1	2	0.1	0
CCC1(CC)Nc2ccccc2C(=O)N1c1ccc(OC)cc1	15	1	3	-11	5	0	-3	-13	2.8	-3
COc1cc(NC(=S)N2CCCC2)cc(OC)c1	2	-1	-4	14	5	-1	-1	-5	-0.1	0
Going on with the list.
SMILES	sPLA2-III inh	UHRF1 binding	Tn6 DDE FP	ASAP1 GAP inh	DDE Tn7 FP inh	NR1D1 modulator	PLCg1 inh	PLCb3 inh	KLK7 zymogen act	ARFGAP1 inhibitor
CCOCCN1CCN(c2c(CC)c(C)nc3cc(-c4cc(OC)cc(OC)c4)nn23)CC1	-8	-1	-3	5	-4	-1	-15	-19	-1.1	-2
CCOc1ccc(OCCC(=O)OCC(=O)NC2CCCCC2)cc1	-1	-2	-1	11	0	-4	1	-1	0.5	-8
COc1cc(-c2noc(CCC(=O)Nc3cccnc3)n2)cc(OC)c1OC	3	1	-11	15	-8	-7	4	13*	0.5	7
CCN(CCCNC(=O)c1c(C)cc(=O)oc1C)c1ccccc1	-11	-1	-11	-4	0	1	1	1	-0.4	-2
COc1ccc(C(C(=O)NCc2ccc(F)cc2)N(C(=O)c2csnn2)C2CC2)cc1 (stereo not given)	-2	1	2	5	-9	1	4	-1	-0.3	15
CCN(CC(=O)NCc1cccs1)C(=O)c1ccc(OC)c(S(=O)(=O)N2CCOCC2)c1	8	2	-6	3	0	2	0	-2	-0.1	-5
COC(=O)c1sccc1NC(=S)Nc1cc(OC)ccc1OC	7	1	1	-5	7	-3	2	-7	0.5	5
CC(=O)c1cc2c(cc1NC(=O)c1cnc(C)cn1)OCO2	2	1	-3	-10	6	-12	-1	0	-0.4	-7
C=CCOc1ccc(/C=C/C(=O)OCC(=O)NCC2CCCO2)cc1 (stereo not given)	9	-1	1	13	-1	2	5	-5	-1.1	1
Cc1ccc(S(=O)(=O)N2C[C@H]3[C@H]4C(=O)N(c5ccccc5)C(=O)[C@H]4CC(=O)[C@H]3[C@@H]2c2ccccc2F)cc1	-5	-1	-2	2	1	-1	0	-1	1.2	-6
Cc1ccc(NC(=O)c2nc[nH]c2C(=O)N2CCCCC2)c(C(=O)c2ccccc2)c1	-20	-2	-5	12	3	1	0	-2	1.1	-1
CCNc1nc(NC(C)C)nc(N(C#N)CCOc2ccc(Cl)cc2Cl)n1	-11	-2	-6	-5	2	2	0	2	0.1	15
COC(=O)C1=C(C)N=C2SC(C)C(=O)N2C1c1cccs1 (stereo not given)	-12	-3	-8	4	-4	-1	5	0	0.0	0
COC(=O)C1=C(C)NC(=O)C1(Nc1ccc(Cl)cn1)C(F)(F)F (stereo not given)	1	1	-5	-5	-5	-2	2	2	1.1	-7
O=C1COc2ccccc2C(c2nnnn2Cc2ccccc2)N1Cc1cccs1 (stereo not given)	-9	-2	-1	·	-4	3	-1	3	-0.2	·
COc1ccc(CN(C)Cc2nc(Cc3ccccc3Cl)no2)cc1OC	-2	0	-2	-16	-5	5	0	4	0.1	-2
COc1cc(OC)cc(C(=O)NCCCCc2ccccc2)c1	2	5	1	4	0	-4	4	0	1.0	1
COC(=O)[C@H](C(C)C)N(Cc1ccccc1)S(=O)(=O)CCN1CCCC1	-6	-1	5	-4	-7	-7	6	2	0.8	-12
COC(=O)c1ccc(NC(=O)CSc2ccc(-c3ccccn3)nn2)cc1	-1	-2	3	15	-4	-5	-3	-3	0.2	6
COC(=O)C1=CN(C)C=C(C(=O)OC)C1c1ccc(Cl)cc1Cl	2	4	-3	-7	-5	1	-23	-31	0.1	11
O=C(Nc1ccc(C(=O)N2CCC(N3CCOCC3)CC2)cc1)c1ccc(Br)o1	1	0	11	-9	8	1	-5	-2	0.3	-1
Nc1ccccc1C=C1Cc2ccccc2C1=O	2	-10	-9	4	-4	-4	-18	-31	0.3	0
COC(=O)c1cccc(NC(=O)Cc2ccc(OC)cc2)c1C	4	-1	-1	10	0	8	3	1	-0.3	0
O=C1N(Cc2cccc(Cl)c2)C[C@@H]2C[C@@H](c3cccn3-c3nccs3)N3CCC[C@@]123	-3	-2	-4	7	2	1	4	-6	0.6	-2
c1ccc2c(-c3nc(-c4ccncc4)no3)cccc2c1	-3	6	-5	-6	6	-2	-2	-3	0.2	0
Other structures.
SMILES	sPLA2-III inh	UHRF1 binding	Tn6 DDE FP	ASAP1 GAP inh	DDE Tn7 FP inh	NR1D1 modulator	PLCg1 inh	PLCb3 inh	KLK7 zymogen act	ARFGAP1 inhibitor
Cc1ccc(Nc2cc(C(=O)NCCCN3CCOCC3)c3ccccc3n2)cc1C	-14	-2	-9	2	7	0	-32	-54	1.1	8
Cc1ccc(S(=O)(=O)N2CCOCC2)cc1C(=O)NCc1ccc(F)cc1	-4	-2	6	-8	-2	-2	-3	-6	-0.3	-7
COCC1CCN(Cc2nc(-c3cccs3)no2)C1 (stereo not given)	-2	0	2	-9	2	-4	-3	-2	0.2	-3
Cc1ccc(OCC(=O)N2CCC3(CC2)CC(=O)c2ccccc2O3)cc1	-1	0	0	8	1	-3	-15	-23	0.5	13
COc1ccc(C(CNS(=O)(=O)c2ccc(C)cc2)N2CCN(C)CC2)cc1 (stereo not given)	-14	-1	-4	15	-8	-2	0	-7	0.0	17
CCCNC(=O)CN1CCN(S(=O)(=O)c2ccc(Br)s2)CC1	-5	1	-2	11	-1	0	-3	-4	0.4	-6
COc1ccc(-c2[nH]nc3c2C(c2ccccc2OC(=O)N2CCOCC2)C(C#N)=C(N)O3)cc1 (stereo not given)	-5	18	13	3	5	-5	-4	-6	0.5	17
c1ccc(-c2nnc(SCC3CCCO3)nc2-c2ccccc2)cc1 (stereo not given)	0	-2	2	-4	0	3	1	4	-0.3	9
O=C(NCc1ccco1)c1csc(Nc2ccccc2Cl)n1	-5	6	-7	8	-2	-2	-2	-2	0.7	0
CN(C)C(=S)Nc1ccc(Cl)cc1	-2	-1	1	-1	-1	2	1	-4	-0.4	1
